Screening results (PubChem BioAssay)
ARNT TACC3 PPI: ARNT/TACC3 interaction disruption | actives 0.66% (n = 390,000) | AID 623870 | Q9Y6A5 | AlphaScreen His-ARNT PAS-B/GST-TACC3 binding, luminescence; TACC3 fragment carries E629A point mutation | inhibition, % at 9.99 µM;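 active = mean inhibition of replicates at least 50% and at least half of replicates each reaching 50%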;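 also: 0% = complete ARNT plus TACC3 wells and 100% = ARNT alone without TACC3; many hits fall short of the cut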
PAX8 reporter: PAX8 transcriptional activity inhibition | RMG-I TPO-luciferase reporter, SteadyGlo, 24 h | inhibition, % at 12.6 µM | actives 1.2% (n = 360,000) | AID 652154;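 active = mean replicate inhibition at least 60% with every replicate also reaching 60%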;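 also: luciferase light reporting Pax8 driven TPO promoter activity; plate controls were median of neutral control wells for no effect and mitoxantrone controls for full effect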
* = called active by the depositor. Not all compounds are listed (hit frequency here may not be typical).

molecule	ARNT TACC3 PPI	PAX8 reporter
N#Cc1ccc(COC(=O)C2CCC(=O)N2)cc1 (stereo unspecified)	0.4	15.4
CC(=O)Oc1c(S(=O)(=O)c2ccccc2)c(C)nn1C(C)(C)C	-3.0	27.5
CCOC(=O)c1c(N)nn(C(=O)CC)c1-c1ccccc1	-8.8	0.6
Fc1ccccc1C(c1nnnn1Cc1ccc2c(c1)OCO2)N1CCN(Cc2ccco2)CC1 (stereo unspecified)	7.3	12.6
CCN(CC)C(=O)CSc1nc(-c2ccco2)cc(C(F)(F)F)c1C#N	-27.5	13.4
Cn1c2c(c3ccccc31)CCSC2=O	4.0	-72.2
Cc1cc(NC(=O)C23CCC(C)(C(=O)O2)C3(C)C)no1 (stereo unspecified)	-5.5	-4.5
COc1ccccc1NC(=O)C(=O)NNC(=O)c1ccco1	-0.5	-12.2
CCn1c(COc2ccccc2)nnc1SCC(=O)Nc1cc(OC)ccc1OC	2.9	-6.7
CCC(=O)N1CCc2cc(S(=O)(=O)NC(C(=O)Nc3cccc(C)n3)C(C)C)ccc21 (stereo unspecified)	-0.2	1.2
O=C(COC(=O)CN1C(=O)C2CC=CCC2C1=O)Nc1cc(C(F)(F)F)ccc1N1CCOCC1 (stereo unspecified)	5.5	11.1
CC1CCC2C(=O)N(c3ccccc3OC(=O)c3ccccc3)C(=O)C2C1 (stereo unspecified)	-5.0	-6.8
Cc1nc(Nc2ccc3c(c2)OCO3)c2oc3ccccc3c2n1	21.1	5.0
Cc1ccc(C(=O)c2coc3ccc(O)c(Cl)c23)cc1	22.3	-43.4
CCOC(=O)c1nnn(CC(=O)Nc2cccc(OC)c2)c1C(=O)OCC	3.1	19.6

molecule	ARNT TACC3 PPI	PAX8 reporter
Cc1cccc(NC(=O)Cn2cnc3sc(C)c(S(=O)(=O)N4CCC(C)CC4)c3c2=O)n1	0.7	18.7
COc1ccc(/C=C(\C#N)C(=O)NCC2CCCO2)cc1OC (stereo unspecified)	-3.5	11.0
COc1ccc(N2C(=O)CN=C2Nc2nc(C)cc(C)n2)cc1	-0.7	76.3*
COc1ccc(-c2nc3ccccc3c(=O)n2N)cc1	-9.4	14.7
O=C(CCn1c(=O)c2ccccc2n(CC(=O)NC2CCCC2)c1=O)NCCc1ccc(Cl)cc1	-0.1	0.0
Cc1ccc2nc(SCc3nnc(-c4cccs4)o3)[nH]c2c1	4.2	20.1
CCN(C(=O)Cn1c(=O)n(Cc2ccccc2)c(=O)c2ccccc21)c1cccc(C)c1	-0.1	33.8
O=C(NCCCN1CCN(c2cccc(Cl)c2)CC1)c1nc(-c2ccncc2)no1	0.9	11.0
COc1ccc(NC(=O)C2=C(C)C(=O)OC23CCC(C)CC3)cc1Cl (stereo unspecified)	-6.5	-2.1
Cc1ccc(OCC(=O)Nc2ccc3c(c2)nc(CCN2CCOCC2)n3C)cc1	-10.0	27.5
COc1ccc(N2CCN(c3nc4ccccc4n3CC(=O)c3ccccc3)CC2)cc1	-1.4	-1.5
O=C(NC(NC1CCS(=O)(=O)C1)C(Cl)(Cl)Cl)c1ccc(Br)cc1 (stereo unspecified)	-3.5	17.0
COc1ccc(CC(=O)n2nc(-c3ccccc3)nc2NCc2ccco2)cc1	-5.8	-35.6
COc1ccc(NC(=O)C2CC(=O)OC23CCOC(C)(C)C3)cc1 (stereo unspecified)	-8.6	3.4
O=[N+]([O-])c1cnccc1Nc1cccc(F)c1	-5.9	-11.1

Four structures from above, ordered by count of non-hydrogen atoms, smallest number first.
molecule	ARNT TACC3 PPI	PAX8 reporter
COc1ccc(-c2nc3ccccc3c(=O)n2N)cc1	-9.4	14.7
Cc1ccc2nc(SCc3nnc(-c4cccs4)o3)[nH]c2c1	4.2	20.1
COc1ccc(N2C(=O)CN=C2Nc2nc(C)cc(C)n2)cc1	-0.7	76.3*
O=C(NCCCN1CCN(c2cccc(Cl)c2)CC1)c1nc(-c2ccncc2)no1	0.9	11.0

The list continues.
molecule	ARNT TACC3 PPI	PAX8 reporter
O=C(NCCc1ccccc1)C1CCCN(C(=O)NC2CCCCC2)C1 (stereo unspecified)	0.0	-3.2
COC(=O)C1=C(C)Nc2ncnn2C1c1cccnc1 (stereo unspecified)	18.7*	11.8
CC(C)(C)NS(=O)(=O)c1ccc(NC(=O)c2cc(-c3ccccc3)nc3ccccc23)cc1	-4.6	28.0
Cc1ccc(S(=O)(=O)N2CCC(C(=O)Nc3ccc4c(c3)OCO4)CC2)cc1	-7.1	16.7
COc1cc(C2Sc3ccccc3NC3=C2C(=O)OC3)cc(OC)c1OC (stereo unspecified)	-0.8	17.6
O=C(O)C1CCCCC1C(=O)OCCCCOC(=O)C1CCCCC1C(=O)O (stereo unspecified)	-3.1	6.7
COc1cc2c(cc1NC(=O)COC(=O)Cn1cnc3ccccc31)oc1ccccc12	-1.9	-73.0
O=C(O)C1CC(=O)N(c2ccc(F)cc2)C1 (stereo unspecified)	-1.9	-21.9
CC(C)CC(NS(=O)(=O)c1ccccc1)C(=O)O (stereo unspecified)	-0.8	5.5
Cc1cc(N2C(=O)C3C4C=CC(C4)C3C2=O)ccc1Br (stereo unspecified)	-2.2	-10.4
CCCCNC(=S)NNC(=O)c1nn(C)cc1Cl	6.7	-8.1
Cc1c(C(=O)NCc2cccnc2)oc2ccc(S(=O)(=O)N3CCCC(C)C3)cc12 (stereo unspecified)	-6.8	-22.0
CCN(CC)S(=O)(=O)c1ccc(Oc2cccc(C(C)=O)c2)nc1	2.7	0.2
Cc1ccc(C)c(S(=O)(=O)N2CCN(CC(=O)NC(=O)NCc3ccccc3)CC2)c1	-4.8	-1.6
CCOc1ccc(CC(=O)Nc2sc(Cc3ccccc3)c(C)c2C(N)=O)cc1OCC	-8.4	-11.4

molecule	ARNT TACC3 PPI	PAX8 reporter
COc1ccc(N2CCN(/C(=N\S(=O)(=O)c3ccccc3)Nc3nc(C)cc(C)n3)CC2)cc1	3.3	-4.6
CCN(CC)C(=O)c1cn(C)c(=O)c2cc(OC)c(OC)cc12	0.2	-6.7
CCOC(=O)C1=C(C)NC(=O)C(C(N)=O)C12CCCCC2 (stereo unspecified)	8.5	10.1
CCC(=O)N1CCN(c2nc(-c3ccc(Cl)cc3)cs2)CC1	-15.9	-50.1
Cc1ccccc1-n1nnnc1-c1ccccc1	-2.0	17.4
O=C(COC(=O)c1ccccc1C(=O)N1CCN(c2ccccc2)CC1)Nc1ccc(F)cc1	-1.3	7.2
CCOC(=O)c1ccc(-n2c(C)nc3c(cnn3-c3ccc(Cl)cc3)c2=O)cc1	-26.8	1.1
O=C(/C=C/c1ccccc1)N/C(=C/c1ccccc1)C(=O)N1CCCCC1	3.2	-4.9
CCC(C)(C)NC(=O)C(c1ccncc1)N(Cc1ccc(C)cc1)C(=O)c1csnn1 (stereo unspecified)	1.6	11.1
COc1ccc(C(=O)NC(=O)COC(=O)C2COc3ccccc3O2)cc1 (stereo unspecified)	-4.2	9.1
COc1ccc2c(c1)C(=O)/C(=C/C=C/c1ccccc1)CC2	1.1	-17.6
COc1ccc(S(=O)(=O)NCc2ccc(C)cc2)cc1	-4.7	26.9
COc1ccc(-c2n[nH]c(C)c2-c2ccc(Cl)cc2)c(O)c1OC	4.1	44.3
CCCn1c(SCC(=O)Nc2nnc(-c3ccccc3)s2)nnc1-c1ccccn1	19.3	0.2
Cc1ccc(S(=O)(=O)NCCCN2CCOCC2)cc1C	-6.4	-5.5

molecule	ARNT TACC3 PPI	PAX8 reporter
CN1/C(=C\C(=O)CN2C(=O)NC3(CCCCCC3)C2=O)C(C)(C)c2ccccc21	0.6	28.8
CCn1nccc1C(=O)Nc1cc(Cl)cc(Cl)c1	-11.1	29.4
CN(C)CC1(c2ccccc2)CCCC1	-15.8	3.8
COc1ccc(OCc2nnc(SCC(=O)NCc3ccco3)o2)cc1	0.4	-18.5
Clc1ccc(-c2nnc(-c3ccccc3)nc2N2CCSCC2)cc1	5.8	21.3
Cc1cc(NC(=O)C2CC(c3ccccc3Cl)=NO2)no1 (stereo unspecified)	3.0	4.2
Cc1ccc(OCc2nnc(SCC(=O)c3ccccc3)n2-c2ccccc2)cc1	-3.6	-7.0
CN(CC(=O)NCCN1CCN(Cc2ccccc2)CC1)S(=O)(=O)c1cccc2nsnc12	-2.7	-7.8
CCOc1ccccc1NC(=O)c1ccccc1-c1nc(-c2ccccc2)no1	29.2	18.7
Cn1nnnc1SCC(=O)N1CCc2ccccc2C1	6.3	-26.7
CCOC(=O)C1CCN(S(=O)(=O)c2cccc3nonc23)CC1	-9.3	-15.0
Cc1ccc(S(=O)(=O)NC(=O)Nc2nnc(C)s2)cc1	-6.1	-9.3
CC1CC(C)CN(C(=O)CSc2nnc(CSc3ncccn3)n2C)C1 (stereo unspecified)	-10.1	-2.4
CNC(=O)COC(=O)c1cc(NC(=O)c2ccco2)c(OC)c(OC)c1	-14.2	-23.4
COc1ccccc1/C=C/C1(C(=O)NC2CCCC2)CC(=O)N1c1ccc(C)cc1 (stereo unspecified)	1.8	30.7

molecule	ARNT TACC3 PPI	PAX8 reporter
CCOCCCNC(=O)C(NC(=O)CC1NC(=O)NC1=O)c1ccc(Cl)cc1 (stereo unspecified)	-6.6	20.6
CCn1c(SC(C)C(=O)O)nnc1-c1cccnc1 (stereo unspecified)	-6.0	-13.1
CN1CCc2c(sc3c2c(=O)n(-c2ccccc2)c2n[nH]c(=S)n32)C1	-2.0	-1.1
Cc1noc(C)c1CSCC(=O)OCC(=O)NC1CCCCC1	-0.9	5.5
Cc1cc(C(=O)CSc2nnc(-c3ccccc3)n2-c2ccccc2)c(C)n1-c1ncn[nH]1	6.2	16.7
CCOC(=O)c1cnc(Nc2ccc(OCC)cc2)nc1C	-5.2	-66.5
CCCCCn1c(SCC#N)nc2cc(C(=O)NCC3CCCO3)ccc2c1=O (stereo unspecified)	-1.9	19.1
Cc1ccccc1-n1nnnc1SCC(=O)Nc1ccc(S(=O)(=O)N2CCCC2)cc1	2.1	17.1
CN1CCN(C(=O)c2ccc(CN3CCOCC3)cc2)CC1	-7.5	-9.3
COc1ccc(/C=C/C(=O)c2ccc(Cl)s2)cc1O	-9.8	-62.1
CCc1ccccc1N(CC)C(=O)c1cn(CC)c(=O)c2cc(OC)c(OC)cc12	-14.7	-9.0
CC(C)(C)NS(=O)(=O)c1ccc(Oc2ncc(C(F)(F)F)cc2Cl)cc1	-5.0	29.5
CCc1ccc2nc3c(c(C(=O)O)c2c1)CCC3	15.3	20.6
CCN(CC)S(=O)(=O)c1ccc(-c2nnc(SCC(C)=O)o2)cc1	-4.7	22.5
CCOC(=O)C1=C(C)NC(=O)NC1c1ccc(Br)s1 (stereo unspecified)	-8.6	-29.8

molecule	ARNT TACC3 PPI	PAX8 reporter
CCCc1nnc(NC(=O)C(C)N2C(=O)C3C4C=CC(C4)C3C2=O)s1 (stereo unspecified)	-4.2	-3.9
CCOc1cc(C)c(S(=O)(=O)Nc2ccc(Cl)cn2)cc1C	2.6	0.2
CC(C)OC(=O)CSc1nc2ncc(Cl)cc2[nH]1	0.4	-17.5
CCC(=O)Nc1nnc(C(C)(C)C)s1	3.0	-2.5
Cn1ccs/c1=N\S(=O)(=O)c1ccc(F)cc1	-10.2	13.6
CCOc1ccc(C(=O)NCC(=O)OCC(=O)Nc2ccccc2OCC)cc1	1.0	-0.4
O=C(CCSc1nnnn1-c1ccccc1)N1CCOCC1	4.8	-26.0
Cc1nc(N(C)Cc2ccccc2)c2nnn(Cc3ccccc3)c2n1	-7.5	11.1
CCc1cc(=O)oc2cc(C)c(CN3CCCC3)c(O)c12	-2.1	6.3
CC(C(=O)NC1CCCCCC1)N(c1ccccc1)S(C)(=O)=O (stereo unspecified)	-1.3	11.1
C/C(=N/O)c1cc(C(C)(C)C)c(O)c(C(C)(C)C)c1	0.0	-1.2
COc1cc(OC)cc(C(=O)n2cnnc2N)c1	3.8	-3.1
CCCC(=O)Nc1ccccc1N1CCN(C(=O)C(C)C)CC1	4.3	2.5
FC(F)(F)c1nnc2sc(-c3ccccn3)nn12	4.6	9.3
CC(C)C(OC(=O)c1ccco1)C(=O)NCc1ccccc1 (stereo unspecified)	-5.3	-17.0

molecule	ARNT TACC3 PPI	PAX8 reporter
CCOc1ccc(-c2noc(-c3ccncc3)n2)cc1OCC	-1.5	-47.6
COc1ccc(C)cc1NC(=O)CSc1nnc(-c2ccc(OC)c(OC)c2)n1N	-2.3	-7.8
Cc1noc(C)c1COC(=O)CCc1nc2ccccc2c(=O)[nH]1	-5.9	-1.1
c1ccc(CSc2n[nH]c(-c3ccco3)n2)cc1	2.2	-63.7
CC(=O)OC(C(=O)n1nc(C)cc1C)c1ccccc1 (stereo unspecified)	-10.6	3.1
O=C(CSc1nnc2c(n1)[nH]c1ccc(F)cc12)OCc1ccccc1	7.6	-13.7
Cc1nc2oc3c(NCC4CCCO4)ncnc3c2c2c1COC(C)(C)C2 (stereo unspecified)	-0.6	-2.8
O=C(NCC(=O)N(Cc1cccs1)C(C(=O)NC1CCCCC1)c1ccco1)c1cccs1 (stereo unspecified)	0.7	12.5

Entries above containing a CF3 group:
molecule	ARNT TACC3 PPI	PAX8 reporter
CCN(CC)C(=O)CSc1nc(-c2ccco2)cc(C(F)(F)F)c1C#N	-27.5	13.4
O=C(COC(=O)CN1C(=O)C2CC=CCC2C1=O)Nc1cc(C(F)(F)F)ccc1N1CCOCC1 (stereo unspecified)	5.5	11.1
CC(C)(C)NS(=O)(=O)c1ccc(Oc2ncc(C(F)(F)F)cc2Cl)cc1	-5.0	29.5
FC(F)(F)c1nnc2sc(-c3ccccn3)nn12	4.6	9.3
